Assay outcomes: PubChem, Sanford-Burnham Center for Chemical Genomics
SENP8 block-1: SENP8 protease inhibition. purified SENP8, Z-RLRGG-aminoluciferin cleavage, luminescence. 1.2% of 330,000 active. AID 2540. inhibition, % at 10 µM. Q96LD8; in the data active means inhibition above about 50%
Target sequence (Q96LD8 whole entry, looked up): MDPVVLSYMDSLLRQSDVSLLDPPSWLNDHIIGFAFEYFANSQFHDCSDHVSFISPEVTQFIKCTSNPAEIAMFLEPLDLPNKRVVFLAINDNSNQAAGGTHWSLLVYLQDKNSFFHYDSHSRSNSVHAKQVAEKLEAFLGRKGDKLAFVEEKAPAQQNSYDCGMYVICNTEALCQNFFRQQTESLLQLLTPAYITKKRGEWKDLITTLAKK
SENP8 block-2: inhibitors of human SENP8 protease; recombinant SENP8, Nedd8 substrate fluorescence; inhibition, % at 20 µM; 0.64% of 360,000 active; AID 602440; in the data active means inhibition mostly above about 40%, no sharp cut-off; inactive means mostly below about 27%
SENP7 block: SENP7 protease inhibition; Q9BQF6; recombinant SENP7, Z-RLRGG-aminoluciferin luminescence, 40 min; inhibition, % at 5 µM; 1.5% of 330,000 active; AID 434973;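 active means inhibition above about 50% at the single test dose, limit read from the data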;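 further: plate controls were DMSO with enzyme for no effect and no enzyme buffer wells for full effect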
Target sequence (Q9BQF6 706-1050 limits assumed): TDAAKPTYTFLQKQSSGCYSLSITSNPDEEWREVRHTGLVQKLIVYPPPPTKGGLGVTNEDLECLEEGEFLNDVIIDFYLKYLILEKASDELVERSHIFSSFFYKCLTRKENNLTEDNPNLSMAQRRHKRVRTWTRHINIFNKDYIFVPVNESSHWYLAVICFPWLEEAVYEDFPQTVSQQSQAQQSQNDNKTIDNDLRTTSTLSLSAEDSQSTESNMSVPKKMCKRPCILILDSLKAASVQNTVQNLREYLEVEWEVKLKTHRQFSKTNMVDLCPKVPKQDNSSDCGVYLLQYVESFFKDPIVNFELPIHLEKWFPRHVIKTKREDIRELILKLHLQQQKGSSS
Apaf-1 inh: inhibitors of human Apaf-1 apoptosome. O14727. reconstituted apoptosome caspase-3 activity, DEVD-Rh110 fluorescence. inhibition, % at 20 µM. 0.71% of 330,000 active. AID 489030; active means inhibition of at least 40% at 20 µM;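 further: plate controls were DMSO wells for no effect and DEVD-CHO caspase inhibitor wells for full effect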
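Material: biochemical Apaf-1 apoptosome reconstitution. Medium: Hepes buffer, pH 7.5. Also added: cytochrome c activation, bis-DEVD rhodamine 110 substrate. Timing: 30 min compound preincubation, 50 min activation, room temperature. Measured by: rhodamine 110 fluorescence at Ex 480/Em 540 nm.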
PfGluPho inh: PfG6PD (Plasmodium falciparum) enzyme inhibition. PfGluPho enzyme, NADPH resazurin-diaphorase fluorescence. inhibition, % at 20 µM. 0.78% of 350,000 active. AID 504690;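 active means inhibition reaching at least a set limit at 20 µM in the primary screen, cut at about 59% in these data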;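 further: 0% = DMSO wells with substrate and 100% = DMSO wells lacking glucose-6-phosphate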
SENP6 block: inhibitors of human SENP6 protease | 1.8% of 330,000 active | AID 2599 | inhibition, % at 10 µM | Recombinant SENP6 catalytic domain, aminoluciferin luminescence;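 active means inhibition above about 50% at the single tested dose, limit read from the data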;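 further: plate controls were DMSO wells with enzyme for no effect and DMSO wells lacking enzyme for full effect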
SENP1 inh: blocks the human SENP1 SUMO protease catalytic domain; Q9P0U3; recombinant SENP1 catalytic domain, CyPet-SUMO1-YPet FRET cleavage; inhibition, % at 10 µM; 0.21% of 360,000 active; AID 624204;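 active means inhibition at least 30% at 10 µM, raw YFP signal under a set limit, fluorescence ratio 0.5 to 1.5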;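 further: 0% = enzyme with DMSO and 100% = no enzyme wells; some results filed as inactive read as strong as hits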
Target sequence (Q9P0U3 419-644 limits assumed): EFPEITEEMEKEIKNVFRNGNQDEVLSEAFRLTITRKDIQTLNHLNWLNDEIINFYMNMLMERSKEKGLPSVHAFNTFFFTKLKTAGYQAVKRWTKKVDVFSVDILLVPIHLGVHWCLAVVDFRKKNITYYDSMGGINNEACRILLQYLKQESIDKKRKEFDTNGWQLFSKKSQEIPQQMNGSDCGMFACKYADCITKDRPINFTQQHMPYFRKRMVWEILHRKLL
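System: Recombinant human SENP1 catalytic domain, His6-tagged | Incubation: Enzyme reaction for 50 min at room temperature, dark | Medium: Tris pH 8 with BME, BSA, NP40 and catalase | Also added: 25 nM SUMO1 FRET substrate | Compound: 10 µM single point, 0.5% DMSO | Measured by: FRET fluorescence in CFP and YFP emission channels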
HKDC1 inh: blocks human hexokinase HKDC1 activity | recombinant HKDC1, G6PDH/diaphorase resazurin coupled fluorescence | Q2TB90 | 0.16% of 340,000 active | inhibition, % at 20 µM;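 active means inhibition above about 35% when tested at 20 µM, limit read from the data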;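 further: plate controls were DMSO wells with enzyme for no effect and DMSO wells lacking enzyme for full effect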
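Test system: HK5 enzyme. Quantity: 5 µg/mL HK5 final. Reagent: glucose and ATP substrates. Schedule: 90 min reaction incubation at room temperature, dark. Technique: resazurin-to-resorufin fluorescence via G6PDH and diaphorase coupling, 525/613 nm. Control set: DMSO wells with and without enzyme mix.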
* hit, by the source's call; i = inactive; . = not tested or not shown.

SMILES	SENP8 block-1	SENP8 block-2	SENP7 block	Apaf-1 inh	PfGluPho inh	SENP6 block	SENP1 inh	HKDC1 inh
COc1ccc(-c2c(NC(=O)c3ccco3)oc3ccccc3c2=O)cc1	-2	-41	-2	2	-12	14	3	0
O=C(N/C(=C\c1ccc([N+](=O)[O-])cc1)C(=O)N1CCOCC1)c1ccco1	5	8	-11	-2	-4	-9	3	-6
COC(=O)CSc1nnc(CNC(=O)c2ccc(OC)c(OC)c2)n1C	-1	4	7	-5	1	-11	2	-11
CC1CCCCN1CCNC(=O)c1ccc2c(=O)n(CCc3ccccc3)c(=O)[nH]c2c1 (stereo not drawn)	-2	-268	-8	33	5	-16	-24	0
CCCn1c(=O)c(C(=O)NCCc2ccc(Cl)cc2)c(O)c2ccccc21	3	-22	-4	-11	-22	8	2	-4
Cc1ccc(S(=O)(=O)n2c(N)nc3ccccc32)cc1	0	22	0	5	21	-6	0	11
CC(NC(=O)CCNS(=O)(=O)c1ccc2c(c1)oc(=O)n2C)c1ccccc1 (stereo not drawn)	-6	8	-6	-2	6	-2	1	-3
CC(=O)c1ccc(Cc2ccc(C(C)=O)cc2)cc1	2	17	5	5	-13	0	-2	-8
CC(=O)Cn1ncc(N(C)Cc2ccccc2)c(Cl)c1=O	-1	8	1	-1	-5	-2	6	-4
Cc1ccc2nc(N3CCN(C=O)CC3)nc(-c3ccccc3)c2c1	-4	-283	-6	14	4	-20	-24	0
CCCCC(=O)N=c1sc2cc([N+](=O)[O-])ccc2n1C	-1	13	-6	-12	-8	1	-6	1
CCc1cc(=O)[nH]c(SCc2cccc3ccccc23)n1	-10	8	8	5	-20	-10	2	-2
Cc1ccccc1/C=N\NC(=O)c1csnn1	-6	20	-1	21	40	19	2	-7
CN1CCN(CCc2nc3cc(NC(=O)COc4ccc([N+](=O)[O-])cc4)ccc3n2C)CC1	5	14	-4	5	24	11	4	-1
S=C(NCCCN1CCOCC1)N1CCN(c2nc(-c3ccc(Cl)cc3)cs2)CC1	-1	16	6	37	30	14	2	-8
O=C(NCCOc1ccccc1)C1CCC(=O)N(CCc2ccccn2)C1 (stereo not drawn)	2	9	-4	0	-2	-5	5	-4
CC(C)Cn1c(-c2ccccc2)nc2ccccc2c1=O	-13	21	-2	6	-17	2	0	-4
Cc1ccccc1NC(=O)C1C2CCCC1C2c1ccccc1 (stereo not drawn)	4	17	7	3	-15	-6	2	-4
COc1ccc(C(=O)NCC(=O)NCC(c2ccco2)N(C)C)cc1OC (stereo not drawn)	-4	-61	0	8	-6	5	-13	3
O=S(=O)(/C=C/c1cccc(Br)c1)N1CCOCC1	-17	13	-4	-17	-8	11	3	-5
CCC(=O)c1ccc(OCC(=O)Nc2ccc3c(c2)OCCO3)cc1	-10	19	-1	9	0	-20	0	6
COC(=O)c1ccc(NC(=O)C2CCCO2)cc1 (stereo not drawn)	-2	16	-3	8	-7	13	-1	-3
Cc1cc(C)c(NC(=O)COC(=O)Cn2nc(-c3ccccc3)oc2=O)c(C)c1	12	11	0	-6	-5	-13	2	-5
O=C(CCS(=O)(=O)c1ccc(Br)cc1)NCCC1=CCCCC1	3	14	0	5	2	13	-5	-1
CC(C)CC(NS(=O)(=O)c1cc(C(=O)O)ccc1Cl)C(=O)O (stereo not drawn)	1	16	9	-8	-37	2	2	-2
Other structures
SMILES	SENP8 block-1	SENP8 block-2	SENP7 block	Apaf-1 inh	PfGluPho inh	SENP6 block	SENP1 inh	HKDC1 inh
COc1ccc(N2C(=O)C(CN3CCCCC3)C2c2ccccc2)cc1 (stereo not drawn)	-6	6	-7	9	-16	-20	1	-8
Cn1cccc1Cc1nnc(SCC(=O)Nc2nc3ccccc3s2)n1CCc1ccccc1	-6	-19	-3	17	-14	-14	-6	-8
Cc1[nH]c2ccccc2c1/C=C(\C#N)C(=O)NC1CC1	-4	-1	6	11	16	-17	-1	-3
CCN(c1ccccc1)S(=O)(=O)c1cc(C(=O)Oc2ccc3c(C)cc(=O)oc3c2)ccc1C	-5	-280	0	5	-6	4	-79	-6
O=C(COC(=O)c1ccccc1)Nc1cc(S(=O)(=O)N2CCCCCC2)ccc1Cl	9	8	3	-4	4	-9	1	-7
CCn1cc(C(=O)NC(C)CCc2ccccc2)c(=O)c2cc(S(=O)(=O)N(C)C)ccc21 (stereo not drawn)	-2	14	-4	10	-8	0	1	2
CCn1c(=O)cc(SCC(=O)N2CCN(C)CC2)c2ccccc21	-2	-17	-2	0	-8	-10	-2	-2
Cc1ccc(C)c(NC(=O)C(Sc2cccc[n+]2[O-])c2ccccc2)c1 (stereo not drawn)	-3	12	2	-4	12	-4	0	-1
CCOC(=O)c1sc(-c2ccccc2)cc1NC(=O)c1ccc(S(=O)(=O)N(CCOC)CCOC)cc1	0	-72	3	10	5	11	6	-3
COc1cccc(N(CC(=O)Nc2ccccc2C)S(C)(=O)=O)c1	6	2	7	-6	9	-20	-1	16
COc1ccccc1NC(=O)c1cnc(Nc2ccccc2OC)c2ccccc12	-2	-166	7	14	2	2	-10	-3
CC(O)[C@H](NC(=O)C1CCN(C(=O)[C@H](Cc2ccccc2)NC(=O)OC(C)(C)C)CC1)C(=O)O (stereo partly drawn)	-4	4	-2	2	-9	5	0	0
CCc1nn(C(C)C(=O)N2CCN(Cc3ccccc3)CC2)c(=O)c2cc3occc3n12 (stereo not drawn)	4	19	5	-7	-14	-2	-2	-7
CCCN(CCC)c1nc(N)c(C#N)c(CC#N)c1C#N	4	-288	5	-3	-6	-5	-34	12
CCc1ccc(NC(=O)C2CC=CCC2C(=O)O)cc1 (stereo not drawn)	-2	-1	-2	-5	-12	-14	1	0
Cc1cc([N+](=O)[O-])nn1CCCC(=O)Nc1sc2c(c1C(N)=O)CCC(C)C2 (stereo not drawn)	-15	9	-19	8	6	-7	2	-11
C=CC[C@H](CC(=O)N(CCO)Cc1ccccc1)C(=O)N[C@@H](C)COC(=O)[C@H](CC=C)CC(=O)OC(C)(C)C	1	14	-4	6	8	-13	1	-1
O=C(Nc1ccccc1N1CCOCC1)c1cccnc1Cl	-12	10	-6	2	10	-34	0	-5
O=C(CN1CCOCC1)Nc1ccc(F)cc1	-5	13	-2	5	-3	-18	4	-2
COc1ccc(N(CC(=O)NCc2ccc(Cl)cc2)S(=O)(=O)c2c(C)noc2C)cc1	-1	6	6	22	-6	-2	3	1
O=S(=O)(c1cccs1)N1CCN(c2ccccn2)CC1	-9	10	-5	11	-16	2	2	13
COC(=O)c1nn(-c2c(C)n(C)n(-c3ccccc3)c2=O)cc1O	-6	9	-6	-9	1	-11	0	-8
Cc1ccc(S(=O)(=O)NCCCC(=O)N2CCC(C)CC2)cc1	-10	17	-4	8	-9	-2	-2	-4
O=C(C1=NN[C@@H]2C(=O)N(c3cccc(F)c3)C(=O)[C@H]12)C(c1ccccc1)c1ccccc1	-5	8	-3	13	-22	-2	1	-5
CN(C)Cc1c(O)ccc2ccccc12	5	2	13	8	26	18	-2	8
(listing goes on)
SMILES	SENP8 block-1	SENP8 block-2	SENP7 block	Apaf-1 inh	PfGluPho inh	SENP6 block	SENP1 inh	HKDC1 inh
COc1ccc2sc(-c3ccc(S(C)(=O)=O)cc3)c(-c3ccc4c(c3)OCCO4)c2c1	-10	i	-3	26	1	4	1	-4
COc1ccc(-c2oc3ccc(N4CCOCC4)cc3c2C#Cc2ccc(N)cc2)cc1	-9	i	8	0	15	12	-58	6
CCCN(CC(=O)Nc1ccccc1C)C(=O)COc1ccc2c(c1)CCC2	7	10	4	60*	15	6	-1	-1
COc1ccccc1-c1nc2s/c(=C\c3cccs3)c(=O)n2n1	-12	26	-2	6	-6	-18	3	23
CCOC(=O)C1CCN(C(=O)c2ccc(OCC(=O)Nc3cccc(C(F)(F)F)c3)cc2)CC1	-4	6	-1	28	8	3	2	-2
O=S(=O)(Nc1ccccn1)c1cnc(Cl)c(Br)c1	-2	9	0	7	-18	-4	0	-5
CC(C)(C)c1ccc(C(=O)N2CCN(S(=O)(=O)c3ccc(Br)s3)CC2)cc1	-6	2	2	19	17	-7	-4	8
CN(CCc1ccccc1)C(=O)c1ccc(NC(=O)Cc2ccc(NC(=O)C3CCCN(C(=O)C4CCCCC4)C3)cc2)cc1 (stereo not drawn)	.	4	.	.	-14	.	-1	-4
Cc1cc(C)c(C(=O)N2CCCC(N3CCN(c4cccc(C(F)(F)F)c4)CC3)C2)o1 (stereo not drawn)	5	11	4	26	6	3	0	2
C=CCn1c2ccccc2c(=O)c2cc(C#CC3(O)CCCCC3)ccc21	71*	-454	43	27	104*	76*	-32	2
O=C(O)C[C@H]1c2cc(C(F)(F)F)ccc2S(=O)(=O)N1C1CCCC1	-13	9	9	2	-6	-5	1	-5
Cc1nc(C)c(C(=O)OCC(=O)NCCc2ccc(S(N)(=O)=O)cc2)s1	2	0	1	-11	6	-9	0	5
CC(=O)NNC(=S)NCCc1ccccc1	-12	6	-3	12	1	3	1	1
Cc1cc(C)nc(SCC(=O)N/N=C/c2cc(C)n(-c3ccccc3C)c2C)n1	4	9	0	6	-4	1	-4	-5
O=C(NNC(=O)c1ccc(-c2ccccc2)cc1)Nc1ccccc1F	2	3	6	5	11	2	0	-6
CCOc1ccc(OCCOCCOc2ccccc2Cl)cc1	1	28	-7	8	19	-17	-2	-7
O=C(c1ccc2c3n(nc2c1)-c1ccccc1CO3)N1CCCCC1	91*	-8	95*	1	12	97*	0	-3
Cc1ccc(S(=O)(=O)N2[C@@H](c3ccccc3F)C(C(=O)O)=CC[C@H]2c2ccc3c(c2)OCO3)cc1	-10	6	-13	9	-10	-18	-2	-3
CCS(=O)(=O)N1CCCC(C(=O)NC2CCC(C)CC2)C1 (stereo not drawn)	-4	25	1	-2	-15	-18	1	-11
Cc1ccc2nc(-c3cccnc3)cc(C(=O)Nc3ccc(F)cc3C)c2c1	2	-15	-4	0	7	17	1	-7
C=CCn1c(N)cc(=O)nc1SCC(=O)Nc1ccc(C(=O)OCC)cc1	4	11	2	-1	0	21	-1	-4
COc1ccc(NC(=O)CN(C)C(=O)c2c(-c3c(F)cccc3Cl)noc2C)cc1	2	4	3	9	11	-6	-6	-4
O=C(Cn1cnc2c(nnn2Cc2ccccc2)c1=O)NCc1ccccc1Cl	-3	18	-9	-19	-6	-15	1	-3
O=C(NC1=NCCS1)c1sc2cc(F)ccc2c1Cl	12	5	17	4	9	33	3	-6
Cc1noc(C)c1CSCC(=O)Oc1ccc(N(C)S(=O)(=O)c2ccccc2)cc1	1	0	7	6	15	-12	-2	-4

In another format: results already given.
molecule,SENP8 block-1,SENP8 block-2,SENP7 block,Apaf-1 inh,PfGluPho inh,SENP6 block,SENP1 inh,HKDC1 inh
CC(=O)c1ccc(Cc2ccc(C(C)=O)cc2)cc1,2,17,5,5,-13,0,-2,-8
CC(=O)Cn1ncc(N(C)Cc2ccccc2)c(Cl)c1=O,-1,8,1,-1,-5,-2,6,-4
Cc1ccc2nc(N3CCN(C=O)CC3)nc(-c3ccccc3)c2c1,-4,-283,-6,14,4,-20,-24,0
CCCCC(=O)N=c1sc2cc([N+](=O)[O-])ccc2n1C,-1,13,-6,-12,-8,1,-6,1
CCc1cc(=O)[nH]c(SCc2cccc3ccccc23)n1,-10,8,8,5,-20,-10,2,-2
Cc1ccccc1/C=N\NC(=O)c1csnn1,-6,20,-1,21,40,19,2,-7
CN1CCN(CCc2nc3cc(NC(=O)COc4ccc([N+](=O)[O-])cc4)ccc3n2C)CC1,5,14,-4,5,24,11,4,-1
